Pf apPOL block: Pf-apPOL inhibitors, biochemical, fluorescence; Plasmodium falciparum apicoplast DNA polymerase (apPOL); Recombinant Pf-apPOL, molecular beacon fluorescence, 1.5 h; inhibition, % at 10 µM; 210,000 tested, 0.25% active; AID 1794808, 2022
mHTT-CaM PPI inh: mutant huntingtin-calmodulin interaction inhibitors – biochemical, AlphaScreen, primary screen. AID 1671202, 2021. 190,000 tested, 3.6% active. AlphaScreen His-mHTT/GST-CaM binding, luminescence. inhibition, % at 15 µM. P42858;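 note: 0% = both proteins with DMSO and 100% = one protein alone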
* marks the source's active call; other numbers are inactive results; x = not tested or not shown; & = joins results of further samples. Cut-off read from the data, not from the text of the source: active = inhibition above about 50%; inactive = the rest.

SMILES	Pf apPOL block	mHTT-CaM PPI inh
CCc1nc(N2CCCC2)c(C#N)c2c1COC(C)(C)C2	-3	-9
COc1cccc(CNC(=O)C2CCc3sc(C(=O)N(C)C)cc3C2)c1 (stereo not drawn)	-5	2
Cc1cc(C)n(-c2ccc(=O)n(CCNC(=O)CCn3cnc4ccccc4c3=O)n2)n1	-7	-12
CCOc1ccc(C(=O)Nc2c3c(nn2-c2cccc(Cl)c2)CSC3)cc1OCC	-3	3
COc1ccc2nc(NC(=O)CCN3C(=O)c4ccccc4C3=O)sc2c1	-3&-6	4&0
CCCc1c(C(=O)N2CCN(CC)CC2)cnn1-c1ccccc1Cl	-6	6
Cc1ccc(C2C(=C(O)c3ccccc3)C(=O)C(=O)N2c2nccs2)cc1 (stereo not drawn)	-8	12
COc1ccc(Cl)cc1C(=O)N1CCN(Cc2ccc3c(c2)OCO3)CC1	-6	9
Oc1c(C(Nc2ccc(Cl)cc2)c2ccccn2)ccc2cccnc12 (stereo not drawn)	-4	100*
COc1ccc(-c2csc(=Nc3ccc(Cl)cc3)n2CCCO)cc1F	0	76*
O=C1CC(C(=O)Nc2ccccc2Cl)C2(CCCCC2)O1 (stereo not drawn)	-2	-2
COc1ccc(-n2nc3c(c2NC(=O)COc2ccccc2)CS(=O)(=O)C3)cc1	-8	1
CCOc1ccccc1-n1c(=O)[nH]c2c(C(N)=O)nc(-c3ccc(C)o3)nc21	12	-3
C=CCN1C(=O)C(O)(CC(=O)c2ccc(F)cc2)c2ccccc21 (stereo not drawn)	-4	39
Cc1ccc2[nH]c3c(c2c1)CCCC3NC(N)=O (stereo not drawn)	-10	30
O=C(Nc1ccccc1C(F)(F)F)c1csc(-c2ccc(N3CCCC3)nc2)n1	12	4
Cc1c(Cl)cccc1NC(=O)c1ccc(F)c(S(=O)(=O)N2CCCC2)c1	3	3
Cc1nonc1OCC(C)(COc1nonc1C)Nc1ccc([N+](=O)[O-])cc1[N+](=O)[O-]	4	12
CN(C)c1ccc(NC(=O)C2CC=CCC2C(=O)O)cc1 (stereo not drawn)	2	4
Cc1ccc(CNC(=O)c2cc3c(s2)CCN(C(=O)c2ccccc2)C3)cc1	-7	11
COc1cc([N+](=O)[O-])c(Nc2ccccn2)cc1N1CCOCC1	-4	x
O=C1CCC[C@H]2C[C@H](NCc3cccc(I)c3)CC[C@]23CCCN13	-1	4
O=C(c1ccc(OCC2CCCN(C(=O)c3cccc(F)c3)C2)cc1)N1CCCC1 (stereo not drawn)	17	14
O=S(=O)(NCc1cccs1)c1cccc2cccnc12	-16	x
O=C(C1CC1)N1CCc2cc(Br)cc(S(=O)(=O)NCCc3ccccc3)c21	-6	6
COc1nccnc1NC1CCN(C(=O)c2c[nH]c3ccccc23)CC1	0	12
Cc1cc(C)nc(N=C(N)N2CCN(C)CC2)n1	-1	1
CC1(C)CC(=O)CC(c2ccccc2)(C(F)(F)F)O1 (stereo not drawn)	0	-5
CCNC(=O)N1CCN(c2nc(C)nc(CC)c2Cc2ccccc2F)CC1	-5	-1
COc1ccc(N2C(=O)CSC2c2cccc(C(F)(F)F)c2)cc1Cl (stereo not drawn)	1	-3
O=C(c1cnccn1)N1CCC(c2nc(C3CC3)no2)C1 (stereo not drawn)	4	1
CSCc1csc(NC(=O)C2CCCC2)n1	-2	-10
Cc1[nH]c(=S)c(C#N)c(C)c1Cc1ccc(Cl)cc1Cl	9	x
CCN(CC)C(=O)COc1ccc2c3c(c(=O)oc2c1C)CCC3	-1	1
C[C@H](NC(=O)OC(C)(C)C)C(=O)c1ccco1	-2	-9
COc1ccc(CNC(=O)c2ccc3c(c2)NC(=O)C2CCCN32)cc1OC (stereo not drawn)	-2	23
CC(=O)Nc1ccc(N=Cc2ccc(N(C)C)cc2)cc1	3	-2
COc1ccc(-n2nc(C(=O)NCC(=O)N3CCC(C)CC3)c3ccccc3c2=O)c(OC)c1	1	16
CCCCN(CC)S(=O)(=O)c1ccc(C(=O)Nc2nc3c(s2)Cc2ccccc2-3)cc1	-3	4
Cc1oc(C2CCN(C(=O)c3ccc(F)cc3Cl)CC2)nc1C(=O)N1CCOCC1	3	1
COc1ccc(-c2cn3ccn(-c4ccc(Cl)cc4)c(=O)c3n2)cc1OC	1	-2
CCN(CC)Cc1cc(NC(C)=O)ccc1O	-6	-1
CCCC(=O)Nc1nnc(C2CC(=O)N(c3ccc(SC)cc3)C2)o1 (stereo not drawn)	-2	38
COCCCNC(=O)C1CCN(CC(C)C)CC1	2	-1
CCS(=O)(=O)c1ccc(-c2nnc(NC(=O)c3c[nH]c4ccccc34)o2)cc1	-85	13
CS(=O)(=O)N1CCC(C(=O)Nc2cccc(-c3ccc(N4CCOCC4)nn3)c2)CC1	-8	-3
NNC1=NC2(CCCCC2)Cc2ccccc21	-3	1
COc1nccnc1N1CCC(N(C)C(=O)NC2CCCC2)C1 (stereo not drawn)	-2	-3
Cc1ccnc(NC(=O)c2ccc(C(=O)Nc3cc(C)ccn3)cc2)c1	4&4	7&-5
CCOc1ccc(NC(=O)COc2nsnc2N2CCCCC2)cc1	4	6
CCc1ccc(C(=O)N2CCC(c3nc(CNC(=O)C(C)C)cs3)CC2)cc1	-5	10
O=C1c2ccc([N+](=O)[O-])cc2C(=O)N1CNc1ccccc1I	8	5
COc1ccc(C(=O)N2CCN(C(=O)COc3ccc(Br)cc3)CC2)cc1OC	0	10
Oc1c(C(Nc2ccccn2)c2ccccc2Br)ccc2cccnc12 (stereo not drawn)	-1	99*
Cc1ccc(C(C)NC(=O)Cc2c[nH]c3ncccc23)c(C)c1 (stereo not drawn)	-1	-7
Nc1c(C(=O)C23CC4CC(CC(C4)C2)C3)sc2sc3c(O)cc(=O)[nH]c3c12	x	52*
COc1cccc(C2=N/C(=C\c3c(F)cccc3Cl)C(=O)O2)c1	-2	3
O=C(CC1CCCCC1)NCCCN1CCOCC1	-12	-5
Cc1cccc(OCC(=O)Nc2ccccc2I)c1C	-1	-19
COc1ccc2c(c1OC)C(=O)N1c3cccc(Cl)c3C(=O)OC21 (stereo not drawn)	-6	-2

The results go on.
SMILES	Pf apPOL block	mHTT-CaM PPI inh
O=C(NCC(O)C1CCCCC1)C(=O)Nc1ccc(F)c(F)c1 (stereo not drawn)	-3	-8
COc1cccc(CN2CCN(Cc3ccccc3[N+](=O)[O-])CC2)c1	-2	4
O=C(NCc1ccc(Cl)cc1)c1noc2c1CCCC2	-1	-19
COc1ncccc1CNC(=O)NCc1cccc(F)c1	0	-5
Cc1ccc(CNC(=O)CCC2CCCN(C(=O)Nc3ccc(Cl)cc3)C2)cc1 (stereo not drawn)	0	-2
COc1ccc(Br)cc1C1=N/C(=C/c2cccc([N+](=O)[O-])c2)C(=O)O1	-3	2
O=[N+]([O-])c1ccccc1CNCc1ccc2c(c1)OCO2	8	-5
Cc1c(C(=O)Nc2ccc3c(c2)OCO3)sc2nc(-c3ccccc3)cn12	-2	5
CC1=C([N+](=O)[O-])C(c2ccccc2Cl)NC(=O)N1 (stereo not drawn)	-6	-5
Cn1cc(C2=CCN(C(=O)Nc3ccc(F)cc3F)CC2)c2cccnc21	-3	16
Cc1ccc(Cl)cc1N1C(=O)C2C(c3ccccc3)OC3(C(=O)c4ccccc4C3=O)C2C1=O (stereo not drawn)	3	0
Cc1cccc2sc(N(Cc3cccnc3)C(=O)c3ccc(N(C)C)cc3)nc12	-4	-4
Cc1cc(N2C(=O)CSC2c2cc3c(cc2[N+](=O)[O-])OCO3)ccc1Br (stereo not drawn)	-2	38
Cc1ccc(-n2nc3c(c2NC(=O)/C=C/c2ccccc2)CS(=O)(=O)C3)cc1	-2	19
Cn1cccc1CN(C(=O)NCc1cccs1)C1CC1	-8	0
Cn1nc(-c2ccc(Cl)cc2)cc1NC(=O)CSCC(=O)O	-12	x
O=C(Nc1cccc(F)c1)C1CC(=O)N(CCc2c[nH]c3ccc(F)cc23)C1 (stereo not drawn)	-4	18
CC(C)NC(=O)N1CCCC1c1cccc(F)c1 (stereo not drawn)	-1	-3
O=C(c1ccc(N2CC3CC(C2)c2cccc(=O)n2C3)c([N+](=O)[O-])c1)N1CCc2ccccc2C1 (stereo not drawn)	-7	23
CCOc1ccccc1C(=O)N1CCc2c(c(C(=O)NCc3ccc(F)cc3)nn2C)C1	-7	73*

Given with values under each structure: entries from further up
Results follow in this order: Pf apPOL block | mHTT-CaM PPI inh
> CCc1ccc(C(=O)N2CCC(c3nc(CNC(=O)C(C)C)cs3)CC2)cc1
 : -5 | 10
> O=C1c2ccc([N+](=O)[O-])cc2C(=O)N1CNc1ccccc1I
 : 8 | 5
> COc1ccc(C(=O)N2CCN(C(=O)COc3ccc(Br)cc3)CC2)cc1OC
 : 0 | 10
> Oc1c(C(Nc2ccccn2)c2ccccc2Br)ccc2cccnc12 (stereo not drawn)
 : -1 | 99*
> Cc1ccc(C(C)NC(=O)Cc2c[nH]c3ncccc23)c(C)c1 (stereo not drawn)
 : -1 | -7
> Nc1c(C(=O)C23CC4CC(CC(C4)C2)C3)sc2sc3c(O)cc(=O)[nH]c3c12
 : x | 52*
> COc1cccc(C2=N/C(=C\c3c(F)cccc3Cl)C(=O)O2)c1
 : -2 | 3
> O=C(CC1CCCCC1)NCCCN1CCOCC1
 : -12 | -5
> Cc1cccc(OCC(=O)Nc2ccccc2I)c1C
 : -1 | -19
> COc1ccc2c(c1OC)C(=O)N1c3cccc(Cl)c3C(=O)OC21 (stereo not drawn)
 : -6 | -2
> O=C(NCC(O)C1CCCCC1)C(=O)Nc1ccc(F)c(F)c1 (stereo not drawn)
 : -3 | -8
> COc1cccc(CN2CCN(Cc3ccccc3[N+](=O)[O-])CC2)c1
 : -2 | 4
> O=C(NCc1ccc(Cl)cc1)c1noc2c1CCCC2
 : -1 | -19
> COc1ncccc1CNC(=O)NCc1cccc(F)c1
 : 0 | -5
> Cc1ccc(CNC(=O)CCC2CCCN(C(=O)Nc3ccc(Cl)cc3)C2)cc1 (stereo not drawn)
 : 0 | -2
> COc1ccc(Br)cc1C1=N/C(=C/c2cccc([N+](=O)[O-])c2)C(=O)O1
 : -3 | 2
> O=[N+]([O-])c1ccccc1CNCc1ccc2c(c1)OCO2
 : 8 | -5
> Cc1c(C(=O)Nc2ccc3c(c2)OCO3)sc2nc(-c3ccccc3)cn12
 : -2 | 5
> CC1=C([N+](=O)[O-])C(c2ccccc2Cl)NC(=O)N1 (stereo not drawn)
 : -6 | -5
> Cn1cc(C2=CCN(C(=O)Nc3ccc(F)cc3F)CC2)c2cccnc21
 : -3 | 16
> Cc1ccc(Cl)cc1N1C(=O)C2C(c3ccccc3)OC3(C(=O)c4ccccc4C3=O)C2C1=O (stereo not drawn)
 : 3 | 0
> Cc1cccc2sc(N(Cc3cccnc3)C(=O)c3ccc(N(C)C)cc3)nc12
 : -4 | -4
> Cc1cc(N2C(=O)CSC2c2cc3c(cc2[N+](=O)[O-])OCO3)ccc1Br (stereo not drawn)
 : -2 | 38
> Cc1ccc(-n2nc3c(c2NC(=O)/C=C/c2ccccc2)CS(=O)(=O)C3)cc1
 : -2 | 19
> Cn1cccc1CN(C(=O)NCc1cccs1)C1CC1
 : -8 | 0
> Cn1nc(-c2ccc(Cl)cc2)cc1NC(=O)CSCC(=O)O
 : -12 | x
> O=C(Nc1cccc(F)c1)C1CC(=O)N(CCc2c[nH]c3ccc(F)cc23)C1 (stereo not drawn)
 : -4 | 18

(continued)
SMILES	Pf apPOL block	mHTT-CaM PPI inh
CCOC(=O)COc1ccc2c(-c3cc4ccccc4oc3=O)cc(=O)oc2c1	-6	-4
CNC(=O)c1ccc2c(c1)nnn2Cc1cccc(OC)c1	-10	-2
CSc1ccc(CNC(=O)Cc2nnc(-c3cccc(F)c3)o2)cc1	-13	-13
O=C(Nc1ccc([N+](=O)[O-])cc1Br)C1CC(=O)N(c2ccc(F)cc2)C1 (stereo not drawn)	6	5
O=C(c1ccco1)N1CCC(Oc2cc(N3CCOCC3)ncn2)C1 (stereo not drawn)	-5	-1
CC1=C(C(=O)Nc2nc3ccccc3s2)C(c2cccnc2)C2=C(CC(C)(C)CC2=O)N1 (stereo not drawn)	0	10
Cc1cc(C)cc(-n2cc3c(=O)n(C)c(=O)n(C)c3c2)c1	9	-1
Cn1c(=O)n(-c2ccc(S(N)(=O)=O)cc2)c(=O)n1C	-2	4
CCC12CN3CC(CC)(CN(C1)C3c1cccc([N+](=O)[O-])c1)C2=O (stereo not drawn)	-2	-2
O=C(Cc1csc(SCC(=O)c2cccs2)n1)NCCc1c[nH]c2ccccc12	-8	30
COCCN=C1Nc2ccccc2CNC12CCN(C(=O)c1ccccc1)C2 (stereo not drawn)	2	24
O=C(NCc1csc(C2CCN(C(=O)COc3ccccc3)CC2)n1)C1CC1	-4	-9
COc1ccc(CNC(=O)C2(c3ccc(NC(C)=O)cc3)CCCCC2)c(OC)c1	-6	4
Cc1noc(C2(NC(=O)C(C)Oc3ccccc3)CCCCC2)n1 (stereo not drawn)	1	-8
c1ccc2nc3c(nc2c1)[nH]c1ccccc13	x	-1
CC1CCC(C(=O)NC(C(=O)NCCCN2CC(C)CC(C)C2)C(C)C)CC1 (stereo not drawn)	-2	-5

High-throughput results: PubChem, University of Kansas High Throughput Screening Laboratory
